pPAFAH FP inh: pPAFAH (human) enzyme inhibition | recombinant pPAFAH, FP-rhodamine probe fluorescence polarization | inhibition, % at 3.39 µM | actives 1.5% (n = 330,000) | Q13093;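 active = inhibition above the mean inhibition across the screen plus 3 SD, cut at about 25% in these data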;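 note: inhibitors block binding of the rhodamine activity-based probe so polarization drops; 0% = enzyme with DMSO and 100% = wells lacking pPAFAH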
Target sequence (Q13093 whole entry, looked up): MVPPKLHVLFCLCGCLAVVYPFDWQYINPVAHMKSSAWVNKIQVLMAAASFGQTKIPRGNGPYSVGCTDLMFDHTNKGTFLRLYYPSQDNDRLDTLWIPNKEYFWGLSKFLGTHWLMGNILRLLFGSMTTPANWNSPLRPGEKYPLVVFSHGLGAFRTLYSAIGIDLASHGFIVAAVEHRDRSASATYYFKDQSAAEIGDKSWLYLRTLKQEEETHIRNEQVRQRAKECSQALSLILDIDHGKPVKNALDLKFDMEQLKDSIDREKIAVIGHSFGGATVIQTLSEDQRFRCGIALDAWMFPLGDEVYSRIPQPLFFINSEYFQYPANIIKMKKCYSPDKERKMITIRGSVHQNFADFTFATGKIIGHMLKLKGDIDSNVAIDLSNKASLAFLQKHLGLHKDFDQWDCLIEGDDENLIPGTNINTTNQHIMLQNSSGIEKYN
PAFAH1B3 inh: PAFAH1B3 (human) inhibition; Q15102; recombinant PAFAH1B3, FP-rhodamine probe, fluorescence polarization; inhibition, % at 3.39 µM; AID 492972; actives 0.28% (n = 340,000);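 active = inhibition above the screen-wide average of all tested compounds plus 3 SD, cut at about 25% in these data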;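 note: 0% = enzyme with DMSO only and 100% = wells lacking PAFAH1B3 protein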
LYPLA2 inh: blocks human lysophospholipase 2, a PME1 counter-screen. O95372. actives 0.38% (n = 320,000). inhibition, % at 5.9 µM. recombinant LYPLA2, FP-Rh probe fluorescence polarization. AID 2177;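 active = inhibition above the screen-wide mean plus 3 SD, limit set per campaign, cut at about 26% in these data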;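 note: 0% = LYPLA2 with DMSO and 100% = wells lacking LYPLA2 enzyme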
PME-1 primary: blocks human protein phosphatase methylesterase 1. Q9Y570. recombinant PME-1, FP-Rh probe fluorescence polarization. inhibition, % at 5.9 µM. actives 0.53% (n = 320,000). AID 2130;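 active = inhibition above the campaign mean of all compounds plus 3 SD, cut at about 26% in these data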;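 note: competitive labeling of PME-1 active site by serine hydrolase directed probe; 0% = PME-1 with DMSO and 100% = wells lacking PME-1 enzyme; inhibitors block probe labeling so polarization falls and inhibition rises; many of its hits are not listed in these tables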
Target sequence (Q9Y570 whole entry, looked up): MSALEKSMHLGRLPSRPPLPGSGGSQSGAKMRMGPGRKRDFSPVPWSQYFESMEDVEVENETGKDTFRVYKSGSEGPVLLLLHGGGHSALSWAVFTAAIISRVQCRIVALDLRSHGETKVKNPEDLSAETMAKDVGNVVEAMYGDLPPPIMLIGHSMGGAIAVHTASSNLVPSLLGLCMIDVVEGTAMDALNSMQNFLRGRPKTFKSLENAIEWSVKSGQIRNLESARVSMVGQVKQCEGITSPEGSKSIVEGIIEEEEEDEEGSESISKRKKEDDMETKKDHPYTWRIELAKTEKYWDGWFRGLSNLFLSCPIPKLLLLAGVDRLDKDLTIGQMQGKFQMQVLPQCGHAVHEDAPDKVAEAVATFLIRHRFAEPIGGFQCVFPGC
PAFAH2 FP inh: PAFAH2 (human) inhibition | Q99487 | recombinant PAFAH2, FP-rhodamine activity probe, fluorescence polarization | inhibition, % at 3.39 µM | actives 0.99% (n = 340,000);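 active = inhibition above the mean over all tested compounds plus 3 SD, cut at about 30% in these data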;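 note: inhibitors block probe labeling of enzyme so polarization drops; 0% = enzyme with DMSO and 100% = wells lacking PAFAH2 protein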
PAD4 inh: inhibitors of human PAD4; Q9UM07; recombinant PAD4, RCA probe fluorescence polarization; inhibition, % at 6.36 µM; actives 0.41% (n = 330,000);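 active = percent inhibition above a cutoff equal to the mean of all tested compounds plus 3 SD, cut at about 15% in these data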;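 note: 0% = PAD4 with RCA probe and DMSO and 100% = probe without PAD4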
LYPLA1 inh: counter-screen for PME1 inhibitors: inhibitors of human LYPLA1 | O75608 | recombinant LYPLA1, FP-Rh probe fluorescence polarization | inhibition, % at 5.9 µM | actives 0.16% (n = 320,000);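 active = inhibition above the mean of all tested compounds plus 3 SD, set per campaign, cut at about 14% in these data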;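 note: inhibitors block serine hydrolase probe labeling of LYPLA1 so polarization falls; 0% = enzyme with DMSO and 100% = wells lacking LYPLA1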
PAFAH1B2 FP inh: blocks human PAF acetylhydrolase 1b catalytic subunit 2 | recombinant PAFAH1B2, FP-rhodamine activity probe, fluorescence polarization | inhibition, % at 3.39 µM | AID 492953 | actives 1.2% (n = 340,000);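 active = inhibition above the mean of all tested compounds plus 3 SD, cut at about 24% in these data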;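 note: 0% = enzyme with DMSO and 100% = wells lacking PAFAH1B2; many of its hits are not listed in these tables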
GSTO1 counter: counter-screen for RBBP9 inhibitors: inhibitors of human GSTO1; P78417; recombinant GSTO1, activity-based probe fluorescence polarization; inhibition, % at 5.96 µM; actives 1.1% (n = 300,000);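 active = inhibition above the campaign mean inhibition plus 3 SD, cut at about 35% in these data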;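 note: 0% = GSTO1-1 with DMSO and 100% = wells lacking GSTO1-1 enzyme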
Target sequence (P78417 whole entry, looked up): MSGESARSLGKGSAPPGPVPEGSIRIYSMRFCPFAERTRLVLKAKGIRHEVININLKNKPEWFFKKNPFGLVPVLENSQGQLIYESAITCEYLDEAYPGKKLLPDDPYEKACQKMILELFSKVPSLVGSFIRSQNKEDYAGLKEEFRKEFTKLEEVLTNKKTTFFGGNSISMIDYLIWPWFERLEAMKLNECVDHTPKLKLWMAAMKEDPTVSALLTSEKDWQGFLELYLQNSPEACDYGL
An asterisk follows results filed as active; . = no result given.

SMILES	pPAFAH FP inh	PAFAH1B3 inh	LYPLA2 inh	PME-1 primary	PAFAH2 FP inh	PAD4 inh	LYPLA1 inh	PAFAH1B2 FP inh	GSTO1 counter
CN(CC1CCCO1)S(=O)(=O)c1ccc(C(=O)Nc2nc3cc4c(cc3s2)OCO4)cc1 (stereo not given)	8	2	-1	-2	10	-11	2	1	-5
N#CC1=C(N)Oc2cc(O)c(C=Nc3ccccc3)cc2C1c1ccccc1 (stereo not given)	8	-3	0	-2	7	-11	-6	5	0
O=C(CCCc1c[nH]c2ccccc12)NCCc1c[nH]c2ccccc12	7	-1	-7	0	11	0	-6	1	4
CC(Oc1ccccc1F)C(=O)NNC(=O)CCNC(=O)c1ccco1 (stereo not given)	0	0	-3	-2	0	-6	4	-2	-7
Cc1cnc(C(=O)OCC(=O)Nc2cccc(Cl)c2)cn1	2	4	3	-7	3	2	2	-1	5
O=C(CCN1C(=O)c2ccccc2C1=O)Nc1sc2c(c1C(=O)NCC1CCCO1)CCC2 (stereo not given)	0	2	-1	3	-3	5	-3	2	6
CCCCN1C(=O)/C(=C2/C=CC=CN2C)SC1=S	3	2	1	-1	0	2	-1	-4	-2
CCCN(CC1CC1)C(=O)CSc1nnc(-c2cc(-c3cccs3)nc3ccccc23)o1	0	-9	4	6	-9	-4	0	-2	3
Cc1ccc(S(=O)(=O)N(C)CC(=O)O/N=C(\N)c2ccc([N+](=O)[O-])cc2)cc1	-2	16	67*	-10	5	2	7	6	-2
O=S(=O)(Nc1ccccc1)c1ccc(F)cc1	13	12	-1	2	1	-5	-2	2	5
O=C(COC(=O)c1cc([N+](=O)[O-])ccc1N1CCOCC1)NC1CCCCC1	8	10	1	0	-2	-1	-3	-1	2
Cc1ccc(CN(C(=O)c2csnn2)C(C(=O)NC2CCCC2)c2ccco2)cc1 (stereo not given)	3	1	-8	-3	-8	3	-3	1	6
Cc1cccc(C(=O)NN2C(=O)C3C(c4ccccc4)C=CC(c4ccccc4)C3C2=O)c1 (stereo not given)	2	-5	-22	-21	-4	0	-7	0	-3
O=C(Nc1ccc(F)c(F)c1)c1ccccc1	-2	-10	-5	3	-9	3	-3	6	-3
O=C(Nc1ccccc1N1CCOCC1)c1ccc([N+](=O)[O-])o1	2	1	4	4	-6	-2	-3	8	4
O=C(O)CCCC(=O)Nc1nc(-c2ccc(F)cc2)cs1	0	12	-1	1	-23	3	-2	10	2
CCCC(=O)n1nc(-c2ccccc2)nc1SC	-3	0	-4	-1	-1	0	-3	3	4
CCOc1ccc(S(=O)(=O)Nc2cccc(C(=O)NCC(c3ccco3)N(C)C)c2)cc1 (stereo not given)	-4	7	-7	-8	0	1	-5	-1	5
CCOc1cc(/C=C2\C(=N)N3N=C(C)SC3=NC2=O)ccc1OCCOc1ccccc1	7	8	-8	-6	0	-1	-3	5	-10
COc1ccc(NC(=O)CSc2nnnn2-c2ccccc2F)cc1	-3	-1	-2	2	3	8	2	0	9
O=C1CC(C(=O)Nc2ccc(Br)cc2)C2(CCCC2)O1 (stereo not given)	7	.	2	0	.	-3	2	.	-2
CCOC(=O)c1c(C(=O)OCC)c(C)n(Cc2cc(OC)c(OC)c(OC)c2)c1C	1	18	1	5	-3	-5	2	2	-1
COc1ccc(-c2cc(C(=O)Nc3ccc4c(c3)OCO4)no2)cc1	6	-2	-3	1	-8	-2	0	7	-1
CCN(c1ccccc1)S(=O)(=O)c1ccc(Cl)c(NC(=O)CN2C(=O)NC3(CCCC3)C2=O)c1	10	-4	1	5	1	5	-6	3	-7
CCC(C)(C)NC(=O)C(c1ccc(OC)cc1)N(C(=O)CCC(=O)Nc1cc(C)on1)c1ccc2c(c1)OCO2 (stereo not given)	4	6	-3	1	-13	0	-4	6	6
O=[N+]([O-])c1ccccc1S(=O)(=O)NCc1ccc(F)cc1	-1	.	-4	0	.	0	-7	.	10
CN(Cc1nc(-c2ccc3c(c2)OCO3)no1)CC1(N2CCOCC2)CCCCC1	5	4	3	-3	-4	-9	0	2	3
Cn1nc(C(=O)Nc2cccc(Cl)c2)cc1C(=O)Nc1cccc(Cl)c1	-5	-1	-28	-27	-21	1	-8	-12	0
COC(=O)c1ccccc1-c1ccc(/C=N/NC(N)=O)o1	-2	2	-3	0	9	3	0	-3	4
CCOC(=O)CSc1n[nH]c(NC(=O)c2ccccc2)n1	1	9	-4	1	-3	2	-5	6	7
COc1ccc(-c2nnc(SCC(=O)Nc3ccccc3)n2C)cc1	4	11	-5	0	6	2	-1	2	4
CCOC(Cn1c(-c2ccc(OC)cc2)nc2ccccc21)OCC	2	-1	3	0	0	2	0	2	5
NC(=O)c1ccc(N2CCN(c3ncc(C(F)(F)F)cc3Cl)CC2)cc1	2	3	9	3	-3	1	-1	-1	-2
N#CC1=C(SCC(=O)NC23CC4CC(CC(C4)C2)C3)NC(=O)C(C#N)C12CCCCC2 (stereo not given)	7	2	-7	1	33*	1	-1	37*	-7
COc1ccc(C(=O)CSc2nn3c(=O)c(C(C)(C)C)nnc3s2)cc1	4	19	-4	-7	7	2	0	11	9
O=C(NCc1ccccc1Cl)C1(S(=O)(=O)c2ccc(Cl)cc2)CC1	3	4	-3	3	3	4	-5	2	-2
CCCCN1C(=O)c2ccc(C(=O)NC3(C)CCS(=O)(=O)C3)cc2C1=O (stereo not given)	0	2	4	2	2	3	0	9	.
O=C(Nc1ccc2c(c1)CCCN2C(=O)c1ccccc1)c1ccccc1Br	5	3	-1	2	4	3	-1	-2	-11
COc1ccc(N2CCCCn3c2nc2c3c(=O)[nH]c(=O)n2C)cc1	4	-1	4	3	6	0	-1	0	2
COc1ccc(N(C(=O)CNC(=O)c2cccs2)C(C(=O)NC2CCCC2)c2cccnc2)cc1 (stereo not given)	7	9	5	2	-2	-3	2	3	0
O=C(OCC(=O)N1CCCC1)c1ccc(Cl)nc1	-5	1	-2	2	-2	6	5	0	.
Cc1cc(=O)n(Cc2ccccc2)c(O)c1C#N	7	3	-11	-7	4	-22	-4	2	6
COCCCn1c(=O)c2sccc2n(Cc2ccccc2)c1=O	1	11	4	-7	-11	-2	-1	3	4
CSc1sc(C(=O)N(C)C)c2c1S(=O)(=O)N(C)c1ccccc1-2	-12	4	-3	5	-4	0	-1	2	-3
COc1cc(OC)c(OC)cc1CN1CCC(O)CC1	2	15	-1	3	3	0	3	0	5
O=C(CCN1CCN(C(=O)c2ccco2)CC1)Nc1ccc(F)cc1	5	10	3	-1	5	-5	6	0	1
COc1ccc(OC)c(Nc2nc(N)nc(CSc3nnc(-c4ccncc4)o3)n2)c1	5	.	6	1	.	-4	1	.	3
COc1ccc(C(=O)COC(=O)CCN2C(=O)C3C4C=CC(C5CC45)C3C2=O)cc1 (stereo not given)	11	0	-5	-2	6	-1	-7	-1	-5
COc1ccc(F)cc1CSc1nnnn1-c1ccc(O)cc1	9	3	-2	3	-7	-4	-1	5	-3
COc1ccc2[nH]c3c(c2c1)CCNC3c1ccc([N+](=O)[O-])o1 (stereo not given)	10	10	-5	6	7	1	-2	11	-36

(continued)
SMILES	pPAFAH FP inh	PAFAH1B3 inh	LYPLA2 inh	PME-1 primary	PAFAH2 FP inh	PAD4 inh	LYPLA1 inh	PAFAH1B2 FP inh	GSTO1 counter
Cc1ccc(-c2nc(CS(=O)(=O)CC(=O)N3CCN(C)CC3)c(C)o2)cc1	4	4	2	-2	8	-2	1	5	-2
CCOc1ccc(/C=N/NC(=O)Cn2ccnc2C)cc1	4	9	3	-1	-3	-2	3	-4	0
CC(C)OCCCN1C=C2C(=O)C(C)(OC(=O)CCc3ccccc3)C(=O)C=C2C=C1c1ccc(C#N)cc1 (stereo not given)	11	.	-3	8	.	-7	0	.	26
CCc1ccc(C2C(C#N)=C(N)OC3=C2C(=O)CCC3)s1 (stereo not given)	-1	2	0	-8	8	-4	-2	0	2
C/C(=N\OCC(=O)O)c1ccc(Cl)cc1	3	1	3	3	-1	2	1	10	-2
COc1ccc(CNC(=O)/C=C/c2ccc(OCCCF)cc2)cc1	0	-5	3	1	0	-7	3	-1	2
O=C(COc1ccccc1Cl)NCCCNC(=O)c1ccccn1	2	-2	0	0	6	-3	1	2	-1
O=C(N1CCOCC1)N1CCN(C(=O)N(c2ccccc2)c2ccccc2)CC1	1	2	-4	-3	-2	-3	-4	0	6
Cc1nn(-c2ccccc2)c(Cl)c1C(=O)NCC1CCCO1 (stereo not given)	2	1	4	0	1	-4	2	-1	.
Cc1cccc(C)c1NC(=S)NC(C)(C)CO	-4	5	-7	0	1	2	-4	-2	4

Marked active in PAFAH1B2 FP inh (from the list above):
compound | pPAFAH FP inh | PAFAH1B3 inh | PME-1 primary | PAFAH2 FP inh | PAD4 inh | PAFAH1B2 FP inh
N#CC1=C(SCC(=O)NC23CC4CC(CC(C4)C2)C3)NC(=O)C(C#N)C12CCCCC2 (stereo not given) | 7 | 2 | 1 | 33* | 1 | 37*

Continued.
SMILES	pPAFAH FP inh	PAFAH1B3 inh	LYPLA2 inh	PME-1 primary	PAFAH2 FP inh	PAD4 inh	LYPLA1 inh	PAFAH1B2 FP inh	GSTO1 counter
CCCn1c(=O)c(Br)cn(-c2ccccc2C)c1=O	-1	1	0	-9	-1	4	-1	1	7
COc1ccc(CCNC(=O)COc2ccc(-c3ccccc3)cc2)cc1OC	2	4	30*	-1	3	3	0	4	1
CC(=O)Nc1ccc(S(=O)(=O)Nc2ccc(S(=O)(=O)Nc3nccs3)cc2)cc1	5	2	1	2	-23	-1	0	2	6
COc1ccc(C(=O)NC(=S)Nc2cc(C)ccn2)cc1[N+](=O)[O-]	-4	13	-5	-10	-4	-1	-2	-4	-1
Brc1ccc(OCc2nnnn2-c2ccccc2)cc1	-1	-7	8	5	-8	1	0	8	-2
COc1ccc(NC(=O)C2CCCC2)cc1S(=O)(=O)N1CCOCC1	-2	-1	4	3	0	3	4	6	.
Nc1nc(NCc2ccco2)nc(Nc2ccc(F)cc2)c1[N+](=O)[O-]	5	3	-2	-4	-6	0	-4	1	-10
COc1ccc(C2=NOC(C)(c3sc(-c4ccc(Cl)cc4)nc3C)C2)cc1 (stereo not given)	1	.	-8	-6	.	2	-6	.	6
COc1ccc(-n2nnnc2SCC(=O)N(C)C2CCS(=O)(=O)C2)cc1 (stereo not given)	-4	7	.	.	4	-5	.	6	.
CCCCNCCOCCOc1ccc(C)cc1Br	-2	-6	20	0	-1	1	6	-3	1
NC(N)=N/N=C/c1ccc(Cl)cc1Cl	-11	9	2	-7	5	-5	2	5	-7
Cc1ccc(C)c(NC(=O)Cn2nnc(C(=O)NCc3ccco3)c2N)c1	0	8	8	-7	-1	4	4	4	5
CCOc1ccc(NC(=O)CN(C)C(=O)CCNC(=O)c2ccco2)cc1OCC	1	8	8	2	6	1	0	-3	.
CCOc1ccc(C(=O)NCC(=O)OCc2nnc(-c3ccccc3)o2)cc1OCC	1	4	-2	-2	60*	0	-3	2	.
COC(=O)c1ccc2nc(NC(=O)C3CCCCC3)sc2c1	-5	5	2	-3	-5	0	-3	3	3
Cc1nn(-c2ccc(F)cc2)c(Cl)c1/C=N/NC(=O)c1cccc(S(=O)(=O)N2CCCC2)c1	0	6	6	-3	-9	-4	1	-1	4
CC1(C)CC(=O)C=C(NCC2CCCO2)C1 (stereo not given)	-1	6	-3	-3	1	-3	-3	8	0

Screening results (PubChem BioAssay)

Some of the compounds tested (hit frequency here may not be typical).
